# LDHA inh: inhibitors of human lactate dehydrogenase A | activity change, % (values are at about 110 or 230 µM) | 0.15% of 480,000 active | AID 1347041 | P00338 | purified LDHA, NADH/diaphorase-resazurin fluorescence; stronger effect = lower value; in the data active means activity change below about -30%;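 further: plate controls were DMSO wells for no effect and wells without enzyme for full effect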
#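 Resorufin fluorescence (ex540/em590), read at 0 and 20 min after diaphorase/resazurin addition, reports the NADH left after a 5 min room-temperature reaction of 2 nM human LDH5 with 0.06 mM NADH and 0.2 mM pyruvate.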
# The depositor's hits bear a star. These rows are one share of the data (hit frequency here may not be typical).
LDHA inh,compound
8.2,Cc1c(C)c2ccc(OCC(=O)NCCc3ccc(S(N)(=O)=O)cc3)c(C)c2oc1=O
-12.5,CSC(C)C(=O)Nc1ccccc1I (configuration not stated)
0.4,CC(C)Sc1ccc(C(=O)O)cc1
-19.0,Cc1cccc(CS(=O)Cc2cccc(C(F)(F)F)c2)c1 (configuration not stated)
-2.8,O=C(O)c1csc(-c2ccccc2)c1
3.0,CCOc1ccc(C(C)=O)cc1COC(=O)c1ccc(C(N)=O)cc1
4.6,COCc1ccc(CNC(=O)c2ccc(C#N)cc2)cc1
-0.6,Cc1cccc(N(CC(=O)Nc2c(C)cccc2C)S(C)(=O)=O)c1C
11.9,COc1ccc(S(=O)(=O)Nc2ccc(Nc3cc(N(C)C)nc(C)n3)cc2)c(C)c1C
6.2,CC(C)N(Cc1ccccc1)C(=O)COC(=O)c1cc(Br)ccc1Cl
3.0,COc1ccc(-c2c(C)oc3cc(OCCN4CCC(C(N)=O)CC4)ccc3c2=O)cc1
0.4,O=C(CSc1ncnc2nc[nH]c12)Nc1ccc(Oc2ccccc2)cc1
-6.1,CCc1cc(CC)n(-c2nc3c(c(=O)n(C)c(=O)n3C)n2C)n1
-0.6,N#Cc1ccccc1NC(=O)c1cc2c(s1)CCCC2
5.7,COc1ccc(C(CNC(=O)c2ccc(Br)o2)N2CCCCCC2)cc1 (configuration not stated)

# 7 entries drawn at random from those above:
LDHA inh,compound
5.7,COc1ccc(C(CNC(=O)c2ccc(Br)o2)N2CCCCCC2)cc1 (configuration not stated)
-12.5,CSC(C)C(=O)Nc1ccccc1I (configuration not stated)
3.0,COc1ccc(-c2c(C)oc3cc(OCCN4CCC(C(N)=O)CC4)ccc3c2=O)cc1
0.4,O=C(CSc1ncnc2nc[nH]c12)Nc1ccc(Oc2ccccc2)cc1
3.0,CCOc1ccc(C(C)=O)cc1COC(=O)c1ccc(C(N)=O)cc1
6.2,CC(C)N(Cc1ccccc1)C(=O)COC(=O)c1cc(Br)ccc1Cl
11.9,COc1ccc(S(=O)(=O)Nc2ccc(Nc3cc(N(C)C)nc(C)n3)cc2)c(C)c1C

# Next part
LDHA inh,compound
13.8,O=C(NC(C1CC1)C1CC1)c1ccccc1F
-0.9,CC(C)(C)NS(=O)(=O)c1cccc(NC(=O)c2ccc(NC(=O)C3CC3)cc2)c1
6.8,CCOc1ccc(NC(=O)Nc2ccc(CN3CCOCC3)cc2)cc1
-11.2,COc1ccc(Nc2nc(NCc3ccc4c(c3)OCO4)nc3nccnc23)cc1
1.7,CC(C)Cc1ccc(C(C)(N)C(=O)O)cc1 (configuration not stated)
4.4,N#Cc1ccccc1COC(=O)C1COc2ccccc2O1 (configuration not stated)
5.1,COc1ccc(N(CC(=O)N2CCN(Cc3ccccc3)CC2)S(=O)(=O)c2ccc(F)cc2)cc1
-3.5,COc1cc(OC)c(Nc2nc3ccccc3nc2NS(=O)(=O)c2ccc(C)cc2)cc1Cl
-3.2,O=C(NCc1cccc(F)c1)c1nc(-c2ccc(Br)o2)no1
4.5,CC(C)n1ncc2cc(C(=O)NCc3ccc(OCC(F)(F)F)cc3)cnc21
6.1,CC1CCCC(NC(=O)c2ccc3c(Cl)c4c(nc3c2)CCC4)C1C (configuration not stated)
0.0,Cc1ccc(-n2c(SCC(=O)NC(N)=O)nnc2N2CCCCC2)cc1
10.3,Cc1c(C)n(-c2ccc(Cl)cc2)c2ncn(CC(=O)NC(C)c3ccccc3)c(=O)c12 (configuration not stated)
-4.0,CC(C)[C@H](NC(=O)C1CCCCC1)C(=O)O
7.0,O=C(c1ccc(OC(F)(F)F)cc1)N1CCC(NS(=O)(=O)c2cccs2)CC1
12.4,CCCCOC(=O)COc1ccc2c(=O)c(Oc3ccccc3Br)coc2c1
-9.1,CC(=O)c1ccc(NC(=O)Cn2cnc3c2c(=O)n(C)c(=O)n3C)cc1
2.4,CC(NC(=O)CCc1cccs1)C1CCCO1 (configuration not stated)
11.4,Cc1cccc(C(=O)Nc2ccc3c(c2)nc(CCn2ccccc2=O)n3C)c1
-2.1,O=C(Cc1cccs1)N(Cc1cccs1)C1CC1
-11.5,COc1ccc2[nH]c(C)c(C(=O)CN3CCC(C(N)=O)CC3)c2c1
97.5,COc1ccc(-n2cnc3c2NC(=O)CC3c2cccnc2)cc1 (configuration not stated)
8.2,N#Cc1ccc(COc2ccccc2-c2ccccc2)cc1
0.3,Cc1cccc2cc(-c3nc(-c4cccnc4)no3)c(=O)oc12
-14.0,C=CCNC(=O)NC(=O)Cn1cnc2c1c(=O)n(C)c(=O)n2C
0.7,Cc1ccc(NC(=O)C2CCC(C)CC2)cc1 (configuration not stated)
0.7,COc1ccc(CSc2nnc(Cc3ccc(OCC(C)C)cc3)n2C)cc1Br
-13.4,Cc1nc(Cn2cc(S(=O)(=O)N(C)C)ccc2=O)no1
13.8,CN(C)c1ccc(NC(=O)c2ccc(C(C)(C)C)cc2)cc1
10.2,CC(C)(C)c1ccc(/C=N/c2sc3c(c2C#N)CCCC3)cc1
-10.8,CC(=O)N1N=C(c2ccco2)CC1c1ccc2nccnc2c1 (configuration not stated)
0.2,CC(=O)Nc1ccc(-c2csc(NC3CCCCC3)n2)c(F)c1
-4.6,CCOc1ccc(CN(CC)Cc2cc(=O)n3[nH]c(-c4cccc(C)c4)cc3n2)cc1
2.6,Cn1cc2c(C(F)F)cc(=O)n(CCC(=O)O)c2n1
2.4,CC(CC(=O)O)c1c[nH]c2ccccc12 (configuration not stated)
5.7,O=C(O)CSC(SCC(=O)O)c1ccc(Cl)cc1
6.6,CCNc1cc(C)nc(Nc2ccc(NS(=O)(=O)c3ccc(Cl)cc3)cc2)n1
2.4,CCOC(=O)C(N)c1cccc(OCc2ccccc2)c1 (configuration not stated)
0.1,COc1ccc(CNC(=O)Cn2c(=O)c3c(ncn3C)n(C)c2=O)cc1
0.5,Cc1nc2nc(NCc3cc(F)cc(F)c3)[nH]n2c(=O)c1C
23.4,CC(C)c1cc(C(=O)N(C)c2ccccc2)c2ccccc2n1
3.5,CC1c2ccsc2CCN1C(=O)CNC(=O)c1ccc(Cl)cc1 (configuration not stated)
-2.4,O=C1C(=O)N(C23CC4CC(CC(C4)C2)C3)C(=O)N1Cc1coc(-c2ccc(F)cc2)n1
4.1,COC(=O)CN1CCN(c2nc3c(c(=O)[nH]c(=O)n3C)n2Cc2ccc(Br)cc2)CC1
2.7,Cc1cc(NC(=O)C(OC(=O)c2ccc3c(c2)NC(=O)CS3)c2ccccc2)no1 (configuration not stated)

# Ordered by molecular weight (smallest number first): 4 of the compounds above.
LDHA inh,compound
2.4,CC(CC(=O)O)c1c[nH]c2ccccc12 (configuration not stated)
-4.6,CCOc1ccc(CN(CC)Cc2cc(=O)n3[nH]c(-c4cccc(C)c4)cc3n2)cc1
6.6,CCNc1cc(C)nc(Nc2ccc(NS(=O)(=O)c3ccc(Cl)cc3)cc2)n1
2.7,Cc1cc(NC(=O)C(OC(=O)c2ccc3c(c2)NC(=O)CS3)c2ccccc2)no1 (configuration not stated)

# (cont.)
LDHA inh,compound
-5.6,Cc1ccc2c(c1)C(C)(C)C1(/C=C/c3ccc(Cl)cc3)NC(=O)CN21 (configuration not stated)
-3.1,O=C(c1cnccn1)N(Cc1ccccc1)c1ccccc1
11.0,Cc1cc(=O)c(C(=O)N2CCN(S(=O)(=O)c3ccccc3C#N)CC2)nn1-c1ccccc1F
-12.2,Cc1ccc(C(=O)O)cc1S(=O)(=O)NCCCN1CCOCC1
6.2,Cc1cnc2c(S(=O)(=O)N3CCN(C)CC3)cccc2c1
4.3,O=C(Nc1ccccc1F)c1ncoc1-c1cccc(Cl)c1
2.4,Cc1cc2nc(/C(C#N)=C\c3ccc(O)c(I)c3)[nH]c2cc1C
-2.3,CCc1ccc(Nc2nnc(Cc3ccc(OC)c(OC)c3)c(=O)[nH]2)cc1
-1.9,COc1cccc(C(N)=O)c1OCc1ccccc1
-4.1,CC1COCCN1Cc1coc(-c2cccc(F)c2)n1 (configuration not stated)
12.9,CN(CC(=O)Nc1ccc(Cl)cc1C(F)(F)F)C1CCCc2ccccc21 (configuration not stated)
6.5,c1ccc2cc(CNCCN3CCCC3)ccc2c1
-0.7,CCOC(=O)N1CCN(S(=O)(=O)c2cc(Cl)c(C)cc2OCC)CC1
3.7,CC(C)CNC(=O)c1nc(CC(=O)Nc2cccc3ncccc23)no1
-9.1,Nc1c(C(=O)Nc2ccccc2C(F)(F)F)nnn1-c1ccccc1
19.8,Cc1ccc(N2C(=O)CC(c3cccs3)C3=C2CCCC3=O)cc1 (configuration not stated)
10.8,CCCC(CCC)C(=O)NCCc1c[nH]c2ccc(C)cc12
4.6,COc1ccc(C)cc1-n1nnc(C(=O)Nc2ccc(Br)cc2)c1C
0.6,O=C(NNC(=O)C1CCCCC1)c1ccc(Cl)c(Cl)c1
-0.3,COc1ccc(CNC(=O)c2ccc3nc(Cc4ccccc4F)oc3c2)cc1
-9.0,O=C(NCc1ccncc1)c1cc(C2CC2)nc2ccccc12
-15.2,COc1cc(CNc2nn[nH]n2)ccc1OCc1c(F)cccc1Cl
9.5,O=C(O)CCCCCCC(=O)O
5.5,COc1ccc(NC(=O)CCCc2nc(C(C)C)no2)cc1OC1CCCC1
10.1,Nc1c(Br)cc2oc(-c3cccc4ccccc34)nc2c1Br
4.4,Cc1c(CC(=O)NCc2ccc3c(c2)OCO3)c(=O)oc2cc(O)c(Cl)cc12
-1.3,O=C(Nc1ccc2c3c(cccc13)CC2)c1ccc(Cl)cc1
10.3,COc1ccc(C2Nc3ccccc3C(=O)N2Cc2ccccc2)cc1OCc1ccc(NC(C)=O)cc1 (configuration not stated)
-6.1,N#Cc1ccc(Nc2nc(CN3CCOCC3)nc3sc4c(c23)CCCC4)cc1
7.5,CC(C)(C)c1ccc(C2(C(=O)O)CC2)cc1
8.7,Cc1ccnc(NC(=O)CCc2ncc(-c3ccccc3)o2)c1
4.7,O=C(Cc1ccc(F)cc1)N(Cc1ccc(C(F)(F)F)cc1)C1CC1
13.5,COc1ccc(C(=O)/C=C/c2cccs2)c(OC)c1
-5.2,CC(C)(C)OC(=O)Nc1ccc(C(=O)NCC(c2ccco2)N2CCCC2)cc1 (configuration not stated)
-8.5,CCOc1ccc(/C(O)=C2\C(=O)C(=O)N(c3nccs3)C2c2ccc(C)cc2)cc1 (configuration not stated)
0.0,CCCCCCCCSCCCCC(=O)O
-10.5,CCCCOc1ccc(NC(=O)CCC)c2cccnc12
3.9,O=c1c(Cl)c(Oc2cccc(F)c2)cnn1-c1ccc(C(F)(F)F)cn1
-3.2,CCCCCCn1c(SCCCCC)nc2c1c(=O)[nH]c(=O)n2C
8.4,Cc1ccc(-c2cc3nccc(-c4cc(C)ccc4O)n3n2)cc1
5.0,CCCC(=O)Nc1ccccc1C(=O)N1CCN(C(c2ccccc2)c2ccccc2)CC1
-2.6,O=C(COc1ccccc1Cl)c1ccccc1
5.2,CCn1c(COc2ccc(Cl)cc2C)n[nH]c1=S
-6.7,CCCCn1c(=O)[nH]c(=O)c2c1nc(CSc1nnnn1-c1ccc(C)cc1C)n2CCC
4.0,COc1cccc(Nc2ccc(N3CCN(C(C)=O)CC3)cc2)c1OC
4.8,COc1ccc(OC(=O)CCc2ccc3c(c2)OCCO3)cc1
1.1,CCCCNC(=S)Nc1cccc(C(F)(F)F)c1
-7.2,O=C(CSc1nc2cc(Cl)ccc2o1)c1c[nH]c2ccccc12
5.4,CCOCCCNc1nc2c(c(=O)n(Cc3ccc(F)cc3)c(=O)n2C)n1C
3.1,CCn1ccc2cc(NC(=O)c3nn(Cc4ccccc4)c(=O)c4ccccc34)ccc21
2.5,FC(F)(F)CN1CCNCC1
-6.7,COc1ccccc1OCCNC(=O)c1cc(=O)c2ccccc2o1
10.9,Cc1cc2oc(=O)cc(CN(C)Cc3nc4ccccc4c(=O)[nH]3)c2cc1C
1.5,O=C(NCc1ccc(Cl)cc1)N(Cc1ccco1)Cc1cccs1
4.8,Cn1c(=O)c2nc(SCCC(=O)O)n(Cc3ccccc3)c2n(C)c1=O
-0.6,O=[N+]([O-])c1ccc(Sc2ccc(NC(=S)Nc3ccccc3)cc2)cc1
-1.1,COC(=O)c1cc(S(=O)(=O)N(C)CC(=O)N2CCN(c3cc(Cl)ccc3C)CC2)cn1C
10.6,CCc1ccc(S(=O)(=O)N(C)C(C)c2nc3ccccc3s2)cc1 (configuration not stated)
9.7,COc1ccc2c(c1)cc(C(=O)Nc1cccc(Cl)c1)n2C
-10.0,Cc1cc(C)c2c(c1)[C@]1(C(=O)N2)N2CCC[C@H]2[C@@H](C(=O)c2ccc(F)cc2)[C@]12C(=O)Nc1ccccc12

# Next section.
LDHA inh,compound
-0.9,CCOC(=O)c1ccc(NC(=O)Nc2cccc(-c3nnc(Cc4ccc5c(c4)OCO5)o3)c2)cc1
2.5,COc1ccccc1CC(=O)NC(c1cccs1)C1CCCC1 (configuration not stated)
2.2,COc1cccc2cc(C(=O)NCc3nc(-c4ccccc4)no3)oc12
2.0,O=C(Nc1ccccc1Cc1ccccc1)c1cccc[n+]1[O-]
9.7,O=C(NCc1cnn(-c2ccccc2)c1)C1CCN(S(=O)(=O)c2cccc(C(F)(F)F)c2)CC1
-12.7,Nc1cc(=O)[nH]n1C1CCCCCC1
-3.6,CNS(=O)(=O)c1ccc(NCCc2ccc(S(N)(=O)=O)s2)c([N+](=O)[O-])c1
1.1,CCOCCCNc1nc2c(c(=O)[nH]c(=O)n2C)n1Cc1ccccc1Cl
0.5,CCC(C)NC(=O)N1CCC2(CC1)NC(=O)c1ccccc1O2 (configuration not stated)
9.7,COc1cc(Cl)c(NC(=O)C2CCN(c3nccnc3Oc3ccc(C)cc3)CC2)c(OC)c1
-21.9,O=S(=O)(NC1CCN(c2ncccn2)CC1)N1CCCCCC1
-3.8,S=C(NCCC(c1ccccc1)c1ccccc1)Nc1ccc(Cl)cc1Cl

# 4 of the entries above in order of the LDHA inh value, low to high.
LDHA inh,compound
-10.0,Cc1cc(C)c2c(c1)[C@]1(C(=O)N2)N2CCC[C@H]2[C@@H](C(=O)c2ccc(F)cc2)[C@]12C(=O)Nc1ccccc12
0.5,CCC(C)NC(=O)N1CCC2(CC1)NC(=O)c1ccccc1O2 (configuration not stated)
2.5,COc1ccccc1CC(=O)NC(c1cccs1)C1CCCC1 (configuration not stated)
5.0,CCCC(=O)Nc1ccccc1C(=O)N1CCN(C(c2ccccc2)c2ccccc2)CC1

# Assay outcomes from PubChem BioAssay.
